Bioassay records: PubChem BioAssay, Sanford-Burnham Center for Chemical Genomics
TAG inh: triacylglycerol accumulation inhibition; H9c2 cells, Nile Red lipid (TAG) fluorescence; cells loaded with 200 µM oleic acid; inhibition, % at 12.5 µM; actives 0.66% (n = 230,000);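 active = pattern-corrected inhibition of lipid staining of at least 50% with the nuclear-stain viability signal not falling by more than 50%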;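 also: 0% = DMSO wells and 100% = triacsin C control wells; some results filed as inactive read as strong as hits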
TAG inh DAPI viability: also measured in TAG inh; calls as there; DAPI nuclei signal change (viability), lower = more cytotoxic, %;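 whole-well DAPI fluorescence read on a plate reader as a viability signal; minus 50 percent equals half of cells still viable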
An asterisk follows results filed as active. An excerpt (hit frequency here may not be typical).

Screening CC[N+](C)(C)CC/C=C1/c2ccccc2Sc2ccc(Cl)cc21 returned TAG inh -4 and TAG inh DAPI viability 8.
`CC(C)CC(N)c1csc(Nc2ccc(S(C)(=O)=O)cc2)n1` (configuration not stated) gave TAG inh 23 and TAG inh DAPI viability 4.
CC1CCCN(c2ccc(C(=O)NCc3ccccc3)cn2)C1 (configuration not stated) was read as TAG inh 11 and TAG inh DAPI viability -3.
Screening O=C(CSC1CN(C(c2ccccc2)c2ccccc2)C1)N/N=C/c1ccccc1 returned TAG inh -10 and TAG inh DAPI viability -1.
Screening CC(C)(CNC(=O)c1ccc(NS(=O)(=O)c2ccc(Br)cc2)cc1)N1CCOCC1 returned TAG inh -15 and TAG inh DAPI viability 1.
Screening Cc1c(C(=O)OCC(=O)N2CCN(c3ccccc3)CC2)oc2ccccc12 returned TAG inh 0 and TAG inh DAPI viability -3.
Cc1ccc(/C=N/NC(=O)CSCc2ccc(Cl)cc2)cc1 was read as TAG inh -15 and TAG inh DAPI viability 2.
`CCN1C(=O)C(C(=O)Nc2ccc(OC)cc2)C2CC1(C)Oc1ccccc12` (configuration not stated) gave TAG inh 16 and TAG inh DAPI viability -28.
Screening C=CCn1c(=NC(=O)C2CC2)sc2cc(NC(C)=O)ccc21 returned TAG inh 5 and TAG inh DAPI viability -2.
COc1ccccc1CNC(=O)C[C@@H]1C[C@H]2c3cc(NC(=O)c4ccc5c(c4)OCO5)ccc3O[C@H]2[C@@H](CO)O1 was read as TAG inh -5 and TAG inh DAPI viability -7.
`COc1ccc(/C=N/n2c(=O)[nH]c3c([nH]c4ccc(Br)cc43)c2=O)cc1CN1CCOCC1` gave TAG inh 20 and TAG inh DAPI viability -5.
Screening O=C(OCC(=O)c1c[nH]c2ccccc12)C1=COCCO1 returned TAG inh -9 and TAG inh DAPI viability 4.
CC1CN(S(=O)(=O)c2cccc(C(=O)Nc3cc(Cl)ccc3N3CCOCC3)c2)CC(C)O1 (configuration not stated) was read as TAG inh 12 and TAG inh DAPI viability 0.
C[C@H](O)[C@@H]1C(=O)N2CCc3ccc(-c4ccccc4)cc3[C@@H]2C[C@@H]1N(C)C(=O)Nc1cc(Cl)cc(Cl)c1 was read as TAG inh 12 and TAG inh DAPI viability -9.
`O=c1ccn(Cc2ccccc2)c(=O)n1Cc1ccccc1` gave TAG inh -4 and TAG inh DAPI viability 0.

The last six records of the part before lead into the next:
COc1ccccc1CNC(=O)C[C@@H]1C[C@H]2c3cc(NC(=O)c4ccc5c(c4)OCO5)ccc3O[C@H]2[C@@H](CO)O1 was read as TAG inh -5 and TAG inh DAPI viability -7.
`COc1ccc(/C=N/n2c(=O)[nH]c3c([nH]c4ccc(Br)cc43)c2=O)cc1CN1CCOCC1` gave TAG inh 20 and TAG inh DAPI viability -5.
Screening O=C(OCC(=O)c1c[nH]c2ccccc12)C1=COCCO1 returned TAG inh -9 and TAG inh DAPI viability 4.
CC1CN(S(=O)(=O)c2cccc(C(=O)Nc3cc(Cl)ccc3N3CCOCC3)c2)CC(C)O1 (configuration not stated) was read as TAG inh 12 and TAG inh DAPI viability 0.
C[C@H](O)[C@@H]1C(=O)N2CCc3ccc(-c4ccccc4)cc3[C@@H]2C[C@@H]1N(C)C(=O)Nc1cc(Cl)cc(Cl)c1 was read as TAG inh 12 and TAG inh DAPI viability -9.
`O=c1ccn(Cc2ccccc2)c(=O)n1Cc1ccccc1` gave TAG inh -4 and TAG inh DAPI viability 0.
`O=C(Cn1c(=O)c(=O)n(Cc2ccccc2)c2ccc(Cl)cc21)Nc1ccc(F)cc1F` gave TAG inh 15 and TAG inh DAPI viability 4.
Cc1ccc(Cl)c(NC(=O)CSc2n[nH]c(=O)n2C2CC2)c1Cl was read as TAG inh -3 and TAG inh DAPI viability -3.
COc1cccc(CN2CCN(C3CCOCC3)CC2CCO)c1 (configuration not stated) was read as TAG inh -32 and TAG inh DAPI viability 5.
O=C(COC(=O)c1ccco1)Nc1ccccc1[N+](=O)[O-] was read as TAG inh -2 and TAG inh DAPI viability 2.
Screening O=C(Nc1nnc(-c2ccccc2F)s1)C1CCCO1 (configuration not stated) returned TAG inh -23 and TAG inh DAPI viability 15.
For Cc1ccc(CN2CC(=O)N3[C@H]4c5cc(C)ccc5OC[C@@H]4[C@H](c4ccccc4)[C@]3(C)C2=O)cc1 the results were TAG inh -7 and TAG inh DAPI viability 2.
For O=C1CC(Nc2ccc(N3CCOCC3)cc2)C(=O)N1CCc1ccccc1 (configuration not stated) the results were TAG inh -4 and TAG inh DAPI viability 6.
`Cc1cccc(C)c1NC(=O)/C(=C/c1ccco1)c1ccccc1` gave TAG inh 17 and TAG inh DAPI viability -27.
CCCC(=O)N1CCCC(c2cc(C(=O)NCc3ccccc3)no2)C1 (configuration not stated) was read as TAG inh 9 and TAG inh DAPI viability 2.
For Cc1ccc(CN2CCN(/N=C/c3ccc(Cl)c([N+](=O)[O-])c3)CC2)cc1 the results were TAG inh 4 and TAG inh DAPI viability -6.
COc1ccc(-c2ccc(/C=C3\C(=O)N(c4ccccc4)N=C3c3ccccc3)o2)c([N+](=O)[O-])c1 was read as TAG inh 6 and TAG inh DAPI viability 16.
Screening COC(=O)c1oc(-c2ccc(Cl)cc2)nc1C returned TAG inh -3 and TAG inh DAPI viability -3.
`CCN(CC(=O)Nc1ccccc1OC)C(=O)COc1ccc(C#N)cc1` gave TAG inh -8 and TAG inh DAPI viability -2.
For O=C(CSc1nc(-c2ccccc2)cs1)N1CCc2ccccc21 the results were TAG inh -7 and TAG inh DAPI viability 6.
For O=C(CNc1ccc(Cl)cc1)NNC(=S)NCc1ccccc1 the results were TAG inh 0 and TAG inh DAPI viability 5.
For Cc1ccc(NC(=O)C2(C)CCN2Cc2ccccc2OC(F)F)cc1 (configuration not stated) the results were TAG inh -25 and TAG inh DAPI viability 0.
`Nc1nnc(Cc2ccccc2F)s1` gave TAG inh 8 and TAG inh DAPI viability -1.
Screening COc1ccccc1NS(=O)(=O)c1cc(NC(=O)c2sc3cc(Cl)ccc3c2Cl)ccc1C returned TAG inh 6 and TAG inh DAPI viability 13.
Screening NC(=O)c1ncn([C@@H]2O[C@H](CN=C3NS(=O)(=O)c4ccccc43)[C@@H](O)[C@H]2O)n1 returned TAG inh 13 and TAG inh DAPI viability -2.
Screening CN1CCC(N(C)S(=O)(=O)c2ccc(NC(=O)Cc3ccc(F)cc3)cc2)CC1 returned TAG inh 7 and TAG inh DAPI viability -10.
`CCOC(=O)C1C(=O)CC(C)(O)C(C(=O)OCC)C1c1ccccc1` (configuration not stated) gave TAG inh -13 and TAG inh DAPI viability 6.
`COc1cc(C(CCN2CCOCC2)c2c(OC)cc(OC)c3c2OC(=O)CC3c2ccc(N(C)C)cc2)cc(OC)c1OC` (configuration not stated) gave TAG inh 2 and TAG inh DAPI viability 3.
`Cc1nc(CCNS(=O)(=O)c2cccnc2)cs1` gave TAG inh 0 and TAG inh DAPI viability -5.
`CN(Cc1ccc(F)cc1)C(=O)CNC(=O)c1ccc2c(c1)OCO2` gave TAG inh -17 and TAG inh DAPI viability 3.
Screening CSc1nc2ccccc2n1CC(=O)Nc1c(C)cccc1C returned TAG inh 22 and TAG inh DAPI viability 7.
`Cn1cc(Cc2ccc(C(=O)N3CCOCC3)cn2)c2ccccc21` gave TAG inh -1 and TAG inh DAPI viability 2.
Screening CC(=O)NCc1nc2ccccc2n1Cc1ccccc1F returned TAG inh -9 and TAG inh DAPI viability 4.
O=C1c2oc3ccccc3c(=O)c2C(c2ccccn2)N1Cc1ccccc1 (configuration not stated) was read as TAG inh 2 and TAG inh DAPI viability 1.
Screening O=C(CSc1ccc2nnc(-c3ccc(Cl)cc3)n2n1)N1CCCc2ccccc21 returned TAG inh 2 and TAG inh DAPI viability -2.
Screening O=C(O)/C=C\C(=O)Nc1ccc(N2CCN(c3ccc(F)cc3)CC2)cc1 returned TAG inh -10 and TAG inh DAPI viability 8.

Retrieved one by one from the list above, 2 records:
Screening O=C(CSc1ccc2nnc(-c3ccc(Cl)cc3)n2n1)N1CCCc2ccccc21 returned TAG inh 2 and TAG inh DAPI viability -2.
Screening CSc1nc2ccccc2n1CC(=O)Nc1c(C)cccc1C returned TAG inh 22 and TAG inh DAPI viability 7.

Carrying on.
`CC(=O)c1cccc(-c2ccc(CN3C(CC(C)C)C(=O)N(Cc4cn(CC5CCCCC5)nn4)CCS3(=O)=O)cc2)c1` (configuration not stated) gave TAG inh 52* and TAG inh DAPI viability -21*.
`[O-][n+]1onc2c3cc(-c4ccccc4)nnc3ccc21` gave TAG inh -1 and TAG inh DAPI viability 21.
CC(=O)c1ccc(NC(=O)c2cn(-c3ccccc3)nc2-c2ccncc2)cc1 was read as TAG inh 31 and TAG inh DAPI viability -14.
`CCCS(=O)(=O)NC(=O)C1(C)CCN(C(=O)Cc2ccc(OC)c(OC)c2)C1` (configuration not stated) gave TAG inh 10 and TAG inh DAPI viability -11.
For O=C(COC(=O)c1cc[n+]([O-])cc1)NCc1ccccc1Cl the results were TAG inh 9 and TAG inh DAPI viability 2.
Screening CCOC(=O)c1ccc(Cn2c(-c3ccccc3)nnc2-c2ccccc2)o1 returned TAG inh -1 and TAG inh DAPI viability -1.
Screening COc1ccc(Br)cc1/C=N/NC(=O)CN1CCN(Cc2ccccc2)CC1 returned TAG inh 2 and TAG inh DAPI viability 9.
Screening O=C(Nc1nnc(-c2ccccc2Cl)o1)c1nc2ccccc2s1 returned TAG inh -1 and TAG inh DAPI viability 3.
Screening CCOC(=O)c1cc(C#N)c(SC)nc1-c1ccccc1 returned TAG inh -6 and TAG inh DAPI viability 1.
Screening CC(=O)Cc1cc(O)c2ccccc2c1OC(=O)c1ccccc1 returned TAG inh 5 and TAG inh DAPI viability -13.
CCOC(=O)c1sc(-n2[nH]c(C)cc2=O)nc1C was read as TAG inh 2 and TAG inh DAPI viability -2.
Screening CC(=O)c1cccc(S(=O)(=O)Nc2c(C)nn(C)c2C)c1 returned TAG inh -7 and TAG inh DAPI viability 7.
Cc1ccnc(Nc2nc(-c3ccc(F)cc3)cs2)c1 was read as TAG inh 3 and TAG inh DAPI viability 2.
Screening C[C@@H]1CCCCO[C@H](CN(C)C(=O)Cc2ccccc2)[C@@H](C)CN([C@H](C)CO)C(=O)c2cc(NC(=O)Nc3ccccc3)ccc2O1 returned TAG inh -1 and TAG inh DAPI viability 11.
`O=C(O)CNS(=O)(=O)c1ccc(Br)s1` gave TAG inh -4 and TAG inh DAPI viability 4.
Screening CN(C)c1nc(/C=C(\C#N)C(N)=O)c(Cl)n1-c1ccc(F)cc1 returned TAG inh 10 and TAG inh DAPI viability -13.
O=C1CCCCCCC1Sc1ccccc1[N+](=O)[O-] (configuration not stated) was read as TAG inh 0 and TAG inh DAPI viability -7.
CN(C)c1ccc(/C=N/N=C(N)N)cc1[N+](=O)[O-] was read as TAG inh 2 and TAG inh DAPI viability 3.
Screening CCOC(=O)Nc1ccc(C)cc1NC(=O)OCC returned TAG inh 2 and TAG inh DAPI viability -6.
For Cc1ccc(C(=O)O/N=C\c2ccc(N3CCOCC3)c([N+](=O)[O-])c2)cc1 the results were TAG inh -2 and TAG inh DAPI viability 4.
`CCS(=O)(=O)Nc1ccc(-c2nc3cccnc3s2)cc1` gave TAG inh 2 and TAG inh DAPI viability 9.
For Cn1ncc(Br)c1C(=O)N/N=C/c1ccc(OS(=O)(=O)c2ccccc2)cc1 the results were TAG inh 7 and TAG inh DAPI viability -2.
`Cc1cccc(NC(=O)CN2CCN(C(=O)c3cccc(-n4cnnn4)c3)CC2)c1C` gave TAG inh 15 and TAG inh DAPI viability 1.
Screening COc1ccccc1C(C)NCC(=O)NC(=O)NCc1ccco1 (configuration not stated) returned TAG inh 3 and TAG inh DAPI viability -7.
`CCCCN(C(=O)c1ccc(Cl)c(S(=O)(=O)N2CCOCC2)c1)c1c(N)n(CCC)c(=O)[nH]c1=O` gave TAG inh -6 and TAG inh DAPI viability 4.
For CC1CCN(c2c(NCc3ccc(C(=O)N4c5ccccc5CC4C)cc3)c(=O)c2=O)CC1 (configuration not stated) the results were TAG inh -1 and TAG inh DAPI viability -15.
Screening COC(=O)c1sc2nc(CSc3nc4ccc(C)cc4[nH]3)[nH]c(=O)c2c1C returned TAG inh 22 and TAG inh DAPI viability -12.
Screening CCOc1cccc(CN2CCC(CCC(=O)NC3CC3)CC2)c1O returned TAG inh 8 and TAG inh DAPI viability -6.
For CCC(CC)c1nnc(NC(=O)CSCc2c(C)noc2C)s1 the results were TAG inh -2 and TAG inh DAPI viability -4.
